Screens (PubChem)
LYP phosphatase = PTPN22 lymphoid phosphatase activity blockers – biochemical, fluorescence intensity, uHTS (AID 1779); actives 0.054% (n = 290,000); recombinant LYP phosphatase, fluorescence intensity; higher % means a stronger effect; inhibition, % at 11.5 µM, or IC50 in µM where a hit was titrated; in the data active means inhibition above about 50%;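 further: plate controls were vehicle with enzyme for no effect and no enzyme for full effect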
NS5 inhibitors = flavivirus cap methylation enzyme inhibition – biochemical, confirmation dose response, primary screen (AID 588689) | Dengue-2 NS5 methyltransferase capping enzyme assay, biochemical; higher % means a stronger effect | inhibition, % at 25 µM; hits with a dose series show IC50 in µM | actives 0.3% (n = 340,000); in the data active means a potency from the dose series; inconclusive means inhibition above about 29% without an active follow-up result
NTR1 ag = NTR1-driven beta-arrestin-GFP spot formation – imaging, U2OS cells, high content, primary screen (AID 493036); P30989; agonist mode; activation, % at 20 µM; actives 0.17% (n = 330,000);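 active means activation at or above 40% of the spot to cytoplasm intensity ratio, with at least 20 cells analyzed; inconclusive means wells under 20 cells, flagged as cytotoxic or low count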;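 further: 0% = DMSO without peptide and 100% = 100 nM NTR1 peptide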
Target sequence (P30989 whole entry, looked up): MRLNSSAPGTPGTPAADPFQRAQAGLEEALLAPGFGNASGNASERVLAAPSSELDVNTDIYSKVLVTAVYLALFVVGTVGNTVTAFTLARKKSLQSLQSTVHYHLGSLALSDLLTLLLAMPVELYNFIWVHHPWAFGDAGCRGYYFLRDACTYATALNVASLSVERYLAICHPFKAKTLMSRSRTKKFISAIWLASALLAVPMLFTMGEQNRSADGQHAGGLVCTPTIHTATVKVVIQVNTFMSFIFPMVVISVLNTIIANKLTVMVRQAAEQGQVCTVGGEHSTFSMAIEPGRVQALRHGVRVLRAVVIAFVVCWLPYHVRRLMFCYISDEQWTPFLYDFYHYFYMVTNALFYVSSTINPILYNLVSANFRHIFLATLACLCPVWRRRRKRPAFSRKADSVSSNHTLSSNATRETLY
RSV antiviral HEp-2 = inhibition of RSV-induced cytopathic effect – HEp-2 cells, primary 10 µM value included (AID 2391) | HEp-2 cells, RSV-induced CPE inhibition; higher % means a stronger effect | one-dose CPE inhibition, % at 10 µM; IC50 in µM for titrated hits | actives 0.13% (n = 310,000); in the data active means a potency from the dose series; inconclusive means CPE inhibition mostly from about 23% at the one dose, without a potency; inactive means the rest, 99 in 100 with CPE inhibition below about 21%; further: strong numbers were not always called active
UTI89 phage lysis = protection from phage-mediated lysis, alamar blue read-out – E. coli UTI89, K1F phage, bacterial capsule biogenesis inhibitors (AID 488966). inhibition, % at 100 µM, or IC50 in µM where a hit was titrated. actives 0.02% (n = 340,000). E. coli UTI89 K1F phage lysis, alamar blue, 2 h; higher % means a stronger effect;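 active means phage lysis inhibition, versus mean bacterial control, above a set limit; inconclusive means no clear call, values can overlap the other calls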;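 further: capsule biogenesis inhibitors block K1F phage lysis so surviving cells raise fluorescence; higher fluorescence means more inhibition of phage lysis; actives were called in the ten point dose series up to 300 µM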
WT yeast gro inh = growth inhibition of WT yeast, mitochondrial fusion screen | mitochondrial fusion phenotypic screen, WT strain | inhibition, % at 10 µM | actives 2.1% (n = 190,000) | AID 1362; in the data active means inhibition above about 58%; tested in S. cerevisiae
AID2073 = inhibitors of Mint1-CaV2.2 protein interaction, biochemical, HTRF (AID 2073). HTRF protein-protein interaction, Mint1-CaV2.2; higher % means a stronger effect. actives 0.19% (n = 290,000). one-dose inhibition, % at 20 µM; IC50 in µM for titrated hits; in the data active means inhibition mostly above about 51%, no sharp cut-off; inconclusive means no clear call, values can overlap the other calls; inactive means mostly below about 53%; further: some results filed as inactive read as strong as hits
GPR35 arrestin U2OS = inhibition of zaprinast-stimulated GPR35 beta-arrestin translocation – imaging, U2OS, beta-arrestin-GFP, zaprinast agonist, primary screen (AID 2058). U2OS GPR35 beta-arrestin-GFP translocation imaging, zaprinast antagonism; higher % means a stronger effect. inhibition, % at 10 µM; hits with a dose series show IC50 in µM. actives 0.052% (n = 290,000);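 active means inhibition of at least 50% with at least 30 cells and total cytoplasm GFP at most 10,000,000; inconclusive means under 30 cells or total GFP of 10,000,000 plus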
Autophagy HCS = alters autophagy in cells; MEF GFP-LC3 puncta imaging; test concentration mostly 10 µM; calls only at 10 µM (by protocol); actives 0.98% (n = 190,000);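 active means percentage of spot-positive cells more than 3 SD above its plate mean, without a fluorescence outlier flag or 80% toxicity; inconclusive means no clear call, values can overlap the other calls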;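 further: spot-positive cell cutoff set from DMSO-treated cells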
WT yeast gro inh mutant strain = further read-out of WT yeast gro inh, marked with its call; inhibition, %; mitochondrial fusion phenotypic screen, mutant strain inhibition
Autophagy HCS cell loss 18 h = further read-out of Autophagy HCS, marked with its call; toxicity, %; measured here: cell loss, nuclei count;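 cell loss after 18 h compound exposure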
NTR1 ag cell count 20 µM = second read-out of NTR1 ag, no call of its own (marks repeat the call); cell count; measured here: cell count, cytotoxicity flag
NS5 inhibitors pilot replicate = further read-out of NS5 inhibitors, marked with its call; inhibition, %; measured here: pilot screen replicate inhibition
An asterisk follows results filed as active; i = inactive; ? = inconclusive; · = no result given; & = joins results of further samples; [ ] = dose if it differs, or a comment. No enrichment for hits, and some 2.6% of all compounds hit somewhere here.

SMILES | LYP phosphatase | NS5 inhibitors | NTR1 ag | NTR1 ag cell count 20 µM | RSV antiviral HEp-2 | UTI89 phage lysis | WT yeast gro inh | WT yeast gro inh mutant strain | AID2073 | GPR35 arrestin U2OS | Autophagy HCS | Autophagy HCS cell loss 18 h | others
CCC(=O)NC(=S)Nc1ccc(NC(=O)c2ccco2)c(Cl)c1 | 4% | · | -0.8 | 36 | 1.6% | · | 8 | -1 | 20% | -12% | i | -6
Cc1cc(N2CC(C(=O)O)CC2=O)ccc1Br (centres undefined) | -8% | -3% | -1.1 | 49 | 0.6% | 0.8% | 12 | -7 | 2% | 6% | i | 36
CC(=O)Nc1ccc(Nc2cc(C)nc3c(-c4ccc(Cl)cc4)c(C)nn23)cc1 | -3% | 1% | 2.7 | 55 | 9.0% | -0.5% | 14 | 6 | 13% | -1% | i | -22
O=C(/C=C/c1cccc([N+](=O)[O-])c1)OCC(=O)N1CCOCC1 | · | 2% | -1.2 | 44 | 0.2% | 0.7%[50 µM] | · | · | · | · | · | ·
CC[C@H](C)C(=O)O[C@H]1C[C@@H](C)C=C2C=C[C@H](C)[C@H](CC[C@@H]3C[C@@H](O)CC(=O)O3)[C@H]21 | -1% | 3%&-9% | 0.7&4.5 | 54&70 | 6.9%&0.0% | 3.1%&-1.9% | -10 | -14 | -3% | -7% | i | 17
Cc1ccc(N(C(=O)c2csnn2)C(C(=O)NC2CCCCC2)c2cccnc2)c(C)c1 (centres undefined) | -10% | -3% | -0.7 | 49 | 0.9% | -0.1% | · | · | 1% | 5% | · | ·
Cc1ccc(NC(=O)C2CCCN(S(=O)(=O)c3cccs3)C2)cc1 (centres undefined) | -6% | -5% | -0.2 | 61 | 2.6% | 0.5% | 4 | 1 | -5% | 7% | i | 13
N#Cc1ccc(OCC(=O)Nc2ccncc2)cc1 | -9% | -3% | -0.8 | 41 | 44% | 0.0% | · | · | 9% | -3% | · | ·
CCN(CC)CCn1c2c(c(SCC(=O)Nc3cc(C)ccc3C)nc1=O)CCC2 | · | -1% | -0.3 | 70 | -1.0% | 2.0%[50 µM] | · | · | · | · | · | ·
Cc1ccc(C(=O)O/N=C/c2ccc(N(C)C)cc2)cc1 | -5% | -2% | 1.9 | 67 | 3.0% | 0.9% | 10 | 3 | 5% | -9% | i | 17
CCOC(=O)C1CCN(S(=O)(=O)c2ccc(C(C)(C)C)cc2)CC1 | -5% | 7% | 1.2 | 45 | 3.4% | 0.1% | -3 | 9 | 15% | 12% | i | 7
CNc1cc(F)nc(F)n1 | -7% | -3% | 0.2 | 75 | 0.2% | 0.8% | -4 | 12 | -10% | -6% | i | 0
COc1ccc2c(C(=O)c3ccc(C)cc3)n(CCCC(N)=O)[n+]([O-])c2c1 | · | 1% | 0.6 | 63 | 1.3% | 1.7% | · | · | · | · | · | ·
Cn1nc(N)c2c(-c3ccc(Cl)cc3)c(C#N)c(N)nc21 | -11% | -2% | -2.0 | 60 | 3.0% | -0.1% | 13 | 9 | 4% | 14% | i | 38
COc1ccc(NC(=O)c2cncn2-c2ccccc2)cc1 | -3% | 0% | 0.0 | 52 | 2.5% | -0.3% | · | · | 10% | -1% | · | ·
Cc1cccc(C(=O)NC2CCN(CC(=O)NCc3ccccc3F)CC2)c1 | -10% | -10% | 0.5 | 59 | 1.4% | -0.2% | · | · | -3% | 3% | · | ·
O=C(CSc1nnnn1-c1ccccc1)N1N=CCC1c1ccccc1 (centres undefined) | -4% | 4% | 0.6 | 56 | 3.1% | 3.4%[50 µM] | 3 | 22 | -1% | 3% | i | 4
CCOc1ccc(-n2c(=O)c3sccc3n(Cc3cccc([N+](=O)[O-])c3)c2=O)cc1 | 0% | 4% | -1.2 | 71 | 0.5% | 0.1% | 2 | -19 | -9% | 3% | i | 6
CC1(C)Cc2nc3oc4c(SCC(N)=O)ncnc4c3cc2CO1 | -7% | · | -0.4 | 68 | 0.6% | · | · | · | 7% | -13% | · | ·
CCC(C)N(C(=O)c1csnn1)C(C(=O)NCc1ccc(F)cc1)c1ccco1 (centres undefined) | 2% | -5% | -2.4 | 99 | 1.2% | 1.1% | 15 | 2 | -20% | -2% | i | 7 | NS5 inhibitors pilot replicate=-4.7
Cc1ccc(N(C(C)C(=O)O)S(=O)(=O)c2c(C)[nH]c(=O)[nH]c2=O)cc1 (centres undefined) | -10% | -4% | -1.1 | 74 | 0.3% | 0.6% | 2 | 3 | -4% | 0% | i | 1
CCOc1ccc(NC(=O)CN(C)C(=O)c2ccccc2Cc2ccccc2)cc1OCC | · | -6% | -1.3 | 63 | 0.8% | 0.1%[50 µM] | · | · | · | · | · | ·
COCN(C#N)c1nc(OC)nc(OC)n1 | -7% | -4% | -0.7 | 59 | -0.1% | 0.1% | 3 | -1 | -6% | -23% | i | -11
Cc1nn(-c2ccccc2)c(C)c1/C=N/NC(=O)c1ccc(F)cc1 | · | -5% | -0.4 | 56 | 2.2% | -0.9% | · | · | · | · | · | ·
COc1ccc(C(=O)N2CCN(Cc3ccc4c(c3)OCO4)CC2)cc1OC | -10% | -6% | -0.2 | 57 | 17% | 0.4% | · | · | 11% | -4% | · | ·
CCOC(=O)C(Sc1ncc(C#N)c(N)n1)C(C)C (centres undefined) | -9% | -8% | -1.2 | 48 | 0.2% | -0.6% | -4 | 12 | 1% | 2% | i | 1
COCCCN(C(=O)c1ccco1)c1nc(-c2cc(OC)ccc2OC)cs1 | -2% | -6% | 3.8 | 66 | 0.7% | 0.0% | 13 | 11 | 6% | -16% | i | 1
Fc1ccc(OCCCCCn2ccnc2)cc1 | -8% | 5% | 1.1 | 67 | 2.9% | 0.6% | · | · | 1% | 11% | · | ·
CC1CN(C(=S)Nc2ccc(S(N)(=O)=O)cc2)CC(C)O1 (centres undefined) | -8% | -5% | 0.2 | 59 | 0.8% | 1.3%[50 µM] | · | · | -21% | 15% | · | ·
Fc1ccc(CNc2ccc(N3CCN(Cc4ccccc4)CC3)cc2)cc1 | -1% | -5% | 2.4 | 67 | -0.7% | 0.2% | · | · | -39% | 6% | · | · | NS5 inhibitors pilot replicate=-6.4
C[C@]12CC(O)C3C(CCC4=CC(=O)CC[C@@]43C)C1CCC2c1csc(-c2ccccc2)n1 (some centres undefined) | 4% | -5% | 22 | 100 | 6.2% | 0.0% | · | · | 13% | -2% | · | ·
COc1ccc(NC(=O)C2CCN(C(=O)c3ccco3)CC2)c(OC)c1 | -6% | 8% | -1.3 | 57 | 0.8% | -0.1% | · | · | 24% | -4% | · | ·
C/C(=N\OCc1ccccc1C#N)c1cc2ccccc2o1 | -5% | -2% | 1.1 | 60 | ? | 0.2% | 23 | -4 | 40% | 8% | i | 0
CCOc1ccc(NC(=O)c2ccc(Cn3nc(C)cc3C)o2)cc1 | -6% | -6% | 0.7 | 51 | 9.7% | 1.0%[50 µM] | · | · | 9% | -2% | · | ·
COc1cc([N+](=O)[O-])ccc1NC(=O)NCCCN1CCCC1=O | -6% | 2% | 0.3 | 69 | 2.7% | 0.1% | · | · | 5% | 10% | · | ·
COc1ccc(OC)c(-n2nnnc2SCC(=O)O)c1 | -5% | -4% | 0.1 | 52 | 2.0% | -0.1%[50 µM] | -1 | 1 | -6% | 14% | i | -8
Cc1c(Cl)cnc(NC(=O)COC(=O)CCc2nc3ccccc3s2)c1Cl | -5% | 8% | -0.7 | 100 | 1.9% | 0.1% | 0 | 5 | 10% | -1% | i | 0
COC(=O)c1cccc(NC(=O)Cn2cnc3ccccc3c2=O)c1 | 1% | -4% | -0.8 | 62 | 3.9% | 0.1% | 14 | 4 | -6% | -11% | i | 12
O=C(CCCn1c(=S)[nH]c2cc3c(cc2c1=O)OCO3)NCc1ccco1 | -1% | -6% | -0.7 | 66 | 0.8% | 0.0% | 23 | -8 | -16% | -12% | i | 5
Cc1ccc(S(=O)(=O)N2CCCCC2CCNC(=O)C(=O)NCc2ccccc2)cc1 (centres undefined) | · | -5% | 4.2 | 76 | 1.0% | -0.3%[50 µM] | · | · | · | · | · | ·
Cc1c(C)n(Cc2ccc(Cl)cc2)c2ccc(C(=O)NCCN3CCOCC3)cc12 | -8% | 14% | 1.5 | 47 | 2.1% | -0.4% | · | · | 7% | 1% | · | ·
CCOC(=O)N1CCC(NC(=O)c2sc(-n3cccc3)nc2C)CC1 | -3% | -3% | 1.8 | 36 | 1.2% | 0.2% | -15 | 6 | -11% | -8% | i | 10
Cc1cc(F)ccc1S(=O)(=O)N1CCCOC1CNC(=O)C(=O)NCCc1ccccc1 (centres undefined) | -6% | -6% | 1.5 | 44 | 5.6% | 0.1%[50 µM] | · | · | 10% | 8% | · | ·
CCCNC(=O)CC1Sc2ccccc2NC1=O (centres undefined) | 0% | -7% | -0.3 | 68 | 1.2% | 1.1% | -10 | 8 | -1% | -1% | i | -4
COc1cc2[nH]c(=O)n(C3CCCCC3)c(=O)c2cc1OC | -7% | 1% | 0.9 | 39 | 2.6% | 0.9% | 29 | 30 | -11% | 1% | i | -13
CC(C)[C@H](NC(=O)c1ccccc1)C(=O)OCC(=O)c1ccc2c(c1)NC(=O)CO2 | -4% | -12% | 2.0 | 97 | 1.6% | -1.6% | 2 | 1 | -5% | 8% | i | 4 | NS5 inhibitors pilot replicate=-3.3
CCOC(=O)C1CCCN(C(=O)c2cc(Nc3ccc(OC)cc3OC)nc3ccccc23)C1 (centres undefined) | -4% | -4% | 1.5 | 83 | 2.5% | 0.3% | 18 | 10 | 2% | 5% | i | 1
O=C(N/N=C/C=C\c1ccccc1[N+](=O)[O-])c1cc(-c2ccc3ccccc3c2)n[nH]1 | 1% | 3% | · | · | · | 0.3% | 20 | 8 | 31% | -6% | i | -5
Cc1cc(C)n2nc(SCC(=O)N/N=C/c3cccc(Br)c3)nc2n1 | 18% | 5% | 0.4 | 52 | 0.4% | 0.2%[50 µM] | 25 | 54 | -12% | -14% | i | 2
C/C(CC(=O)Nc1cc(Cl)ccc1Cl)=N\NC(=O)COc1cccc(C)c1 | -3% | 2% | 0.1 | 49 | 1.4% | 0.1% | · | · | -3% | 0% | · | ·
Cc1cccc(C)c1N(CC(=O)N/N=C/c1cc(Br)c(C)o1)S(C)(=O)=O | 3% | -10% | -0.5 | 66 | 0.9% | 1.3%[50 µM] | 13 | 10 | -5% | -6% | i | -4
